High-throughput results from PubChem BioAssay.
L3MBTL1 inh: qHTS Assay for the Inhibitors of L3MBTL1 | AlphaScreen L3MBTL1–H3K9me1 peptide binding | AID 485360, 2010 | Potency, µM (series often up to 57.1 µM), for inactives: at the top dose activity, negative = inhibition, most hits filed as inhibitors | Lethal(3)malignant brain tumor-like protein 1 (Homo sapiens), Q9Y468 | 230,000 compounds, 0.66% hits; further: nearly all actives have a fitted effect of over 60% in size
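Displacement of a biotinylated histone H3(1-15) peptide monomethylated at Lys9 (75 nM) from L3MBTL1 (50 nM) was measured by AlphaScreen after a 30 min room-temperature compound incubation; cefsulodin titration served as intraplate control.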
TRb-SRC2 inh: qHTS for Inhibitors of the Interaction of Thyroid Hormone Receptor and Steroid Receptor Coregulator 2. Thyroid hormone receptor beta (Homo sapiens), P10828. TRbeta-SRC2 peptide binding, fluorescence polarization; receptor liganded with 1 µM T3. Potency, µM (doses to about 106 µM), without a hit: top-dose activity change, negative = inhibition, usual class: inhibitors. 280,000 compounds, 0.065% hits;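 further: plate controls were bound peptide for no effect and peptide without receptor for full effect; nearly all actives have a fitted effect of over 50% in size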
Target sequence (P10828 whole entry, looked up): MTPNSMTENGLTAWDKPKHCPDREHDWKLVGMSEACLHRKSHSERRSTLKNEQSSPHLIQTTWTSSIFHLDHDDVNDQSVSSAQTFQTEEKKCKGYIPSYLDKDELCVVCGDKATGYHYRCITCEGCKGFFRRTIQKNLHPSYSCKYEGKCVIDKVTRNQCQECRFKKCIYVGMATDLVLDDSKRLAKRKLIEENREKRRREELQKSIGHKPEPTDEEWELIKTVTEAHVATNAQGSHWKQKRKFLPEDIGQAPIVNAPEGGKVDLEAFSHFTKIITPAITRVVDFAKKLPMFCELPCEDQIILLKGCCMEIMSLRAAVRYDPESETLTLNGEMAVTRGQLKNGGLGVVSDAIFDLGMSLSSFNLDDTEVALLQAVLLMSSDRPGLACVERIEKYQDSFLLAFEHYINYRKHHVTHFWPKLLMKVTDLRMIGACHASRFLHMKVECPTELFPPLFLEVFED
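Binding of a 20-amino-acid Texas Red SRC2 peptide (20 nM) to TRb ligand-binding domain (0.6 uM) with agonist T3 at 1 uM was followed by fluorescence polarization after a 5 hr room-temperature incubation.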
Tau fluor cs: Counterscreen qHTS for Inhibitors of Tau Fibril Formation, Fluorescence Polarization; tau K18 P301L Alexa594 fluorescence, heparin fibrillization; 280,000 compounds, 0.93% hits; Potency, µM (titrated, usually from 57.7 µM), without a hit: at the highest dose activity change, negative = decrease; AID 1463, 2008; further: nearly all actives have a fitted effect of over 55% in size
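Human K18 P301L tau (15 uM unlabeled plus 0.24 uM Alexa 594-labeled, final) in 100 mM sodium acetate pH 7 was mixed with compound and 20 uM heparin and incubated 6 hr at 37 C.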
Tau fibril ThT: qHTS for Inhibitors of Tau Fibril Formation, Thioflavin T Binding; Potency, µM (top dose mostly 57.4 µM), inactives show top-dose activity, negative = inhibition, hits mostly inhibitors; recombinant tau K18 P301L (four-repeat tau fragment), heparin-induced fibrillization, ThT fluorescence; Microtubule-associated protein tau (Homo sapiens), P10636; 270,000 compounds, 2.1% hits; AID 1460, 2008; further: nearly all actives have a fitted effect of over 55% in size
Target sequence (P10636 561-689 P618L limits assumed): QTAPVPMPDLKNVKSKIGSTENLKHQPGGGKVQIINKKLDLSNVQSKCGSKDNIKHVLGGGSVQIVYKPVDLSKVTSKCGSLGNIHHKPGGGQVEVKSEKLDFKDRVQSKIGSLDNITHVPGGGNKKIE
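Heparin-induced fibrillization of the P301L-mutant K18 repeat-domain fragment of human tau was followed by ThT binding in quantitative high-throughput format.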
ALDH1A1 inh: qHTS Assay for Inhibitors of Aldehyde Dehydrogenase 1 (ALDH1A1). Potency, µM (titrated, usually from 75.3 µM), for inactives: at the highest dose activity, negative = inhibition, actives largely listed as inhibitors. Purified ALDH1A1, NADH fluorescence, propionaldehyde substrate. Aldehyde dehydrogenase 1A1 (Homo sapiens), P00352. 220,000 compounds, 7.3% hits; active means well fitted inhibition curve with a large enough effect, not every such curve was filed as active; inconclusive means small, poorly fitted or top-dose-only effect, or another doubt; inactive means no such curve, though single readings can be large or run the other way;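 further: plate controls were no enzyme wells and a reference inhibitor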
TR SRC2 fluor cs: Total Fluorescence Counterscreen for Inhibitors of the Interaction of Thyroid Hormone Receptor and Steroid Receptor Coregulator 2; TRb/SRC2 Texas Red total fluorescence interference; Potency, µM (titrated, usually from 106 µM), for the others: at the top dose fluorescence change, negative = quenching; 280,000 compounds, 0.29% hits; active means well fitted curve in either direction with a large enough effect; inconclusive means small, poorly fitted or top-dose-only effect
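Human TRβ ligand-binding domain (0.6 uM) and Texas Red SRC2 peptide (20 nM) in Tris buffer with 1 uM T3 and 5% DMSO were incubated with pinned compound for 5 hr at ambient temperature. Total fluorescence was computed as S + 2P (555/632 nm).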
Tau fibril FP: qHTS for Inhibitors of Tau Fibril Formation, Fluorescence Polarization; Potency, µM (series often up to 57.7 µM), for inactives: at the top dose activity, negative = inhibition, actives largely listed as inhibitors; K18 P301L tau heparin fibrillization, Alexa594 FP, 6 h; Microtubule-associated protein tau (Homo sapiens), P10636; 280,000 compounds, 0.39% hits; further: nearly all actives have a fitted effect of over 55% in size
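Quantitative HTS format: compounds meet 15 uM recombinant K18 P301L tau and Alexa 594-tau tracer in 100 mM sodium acetate pH 7; 20 uM heparin triggers fibrillization at 37 C over 6 hr; FP gives the signal.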
aGal spleen mod: qHTS Assay for Inhibitors and Activators of Human alpha-Galactosidase From Spleen Homogenate. Alpha-galactosidase A (Homo sapiens), P06280. human spleen homogenate, 4MU-alpha-Gal fluorescence, 40 min. Potency, µM (titrated, usually from 80 µM), for inactives: top-dose activity change, negative = inhibition, actives largely listed as inhibitors. 240,000 compounds, 0.008% hits. AID 2107, 2009;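 further: 0% = enzyme with vehicle and -100% = no enzyme basal signal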
Target sequence (P06280 32-429 limits assumed): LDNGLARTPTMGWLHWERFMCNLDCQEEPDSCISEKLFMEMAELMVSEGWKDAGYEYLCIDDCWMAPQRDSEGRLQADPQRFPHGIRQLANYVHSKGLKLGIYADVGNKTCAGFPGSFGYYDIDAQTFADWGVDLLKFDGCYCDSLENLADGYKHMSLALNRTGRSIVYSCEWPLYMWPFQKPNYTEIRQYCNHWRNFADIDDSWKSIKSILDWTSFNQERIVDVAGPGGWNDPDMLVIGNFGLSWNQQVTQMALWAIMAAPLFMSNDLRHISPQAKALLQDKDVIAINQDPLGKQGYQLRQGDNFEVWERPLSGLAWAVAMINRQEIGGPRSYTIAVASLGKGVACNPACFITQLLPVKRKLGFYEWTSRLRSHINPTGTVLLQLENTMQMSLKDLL
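Human spleen homogenate (1 ug) as enzyme source, 4-methylumbelliferyl-alpha-D-galactopyranoside 1 mM final, citrate/phosphate pH 5.0 with 0.01% Tween-20. Compounds 40 min at 37C, NaOH/glycine stop; fluorescence Ex 365/Em 440, Hill-fit AC50.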
Active calls of the source: *; [ ] = dose if it differs, or a comment. Unless noted, the call rests on the fitted dose curve; in most records, active means well fitted curve in the direction sought with a large enough effect; inconclusive means small, poorly fitted or top-dose-only effect, or another doubt; inactive means no such curve, though single readings can be large; an effect the other way counts as inactive or inconclusive. Unless noted, on the % scale 0 is the no-effect control and ±100 the full control effect; potency means the concentration at half of the fitted maximal effect.

Results for CCc1ccc(C(=O)/C=C2\Sc3ccccc3NC2=O)cc1 ?
L3MBTL1 inh: -5%; TRb-SRC2 inh: 8%; Tau fluor cs: -13%; Tau fibril ThT: inconclusive; ALDH1A1 inh: inconclusive; TR SRC2 fluor cs: -1%; Tau fibril FP: -5%; aGal spleen mod: -4%

How did Nc1nc(SCC(=O)N2CCN(S(=O)(=O)c3ccc(Cl)cc3)CC2)n[nH]1 do in these assays?
L3MBTL1 inh: inconclusive; TRb-SRC2 inh: 7%; Tau fluor cs: -1%; Tau fibril ThT: 2%; ALDH1A1 inh: -13%; TR SRC2 fluor cs: -2%; Tau fibril FP: -4%; aGal spleen mod: 2%

How did O=c1ccccn1Cc1ccccc1F do in these assays?
L3MBTL1 inh: -4%; TRb-SRC2 inh: 0%; Tau fluor cs: 2%; Tau fibril ThT: 0%; ALDH1A1 inh: 0%; TR SRC2 fluor cs: 0%; Tau fibril FP: 4%; aGal spleen mod: -6%

Results for CC(NC(=O)c1cccc(C(F)(F)F)c1)C(c1ccccc1)N1CCOCC1 (centres undefined) ?
L3MBTL1 inh: -3%; TRb-SRC2 inh: -2%; Tau fluor cs: -7%; Tau fibril ThT: 1%; ALDH1A1 inh: 11%; TR SRC2 fluor cs: -1%; Tau fibril FP: -3%; aGal spleen mod: 6%

How did O=C(NCCc1ccccc1Cl)c1ccc(Cn2c(=O)c3cccn3c3cccnc32)cc1 do in these assays?
TRb-SRC2 inh: -1%; Tau fluor cs: -11%; Tau fibril ThT: inconclusive; TR SRC2 fluor cs: 0%; Tau fibril FP: inconclusive

Results for Cc1c(-c2ncn[nH]2)sc(C#N)c1-c1ccccc1 ?
L3MBTL1 inh: 13%; TRb-SRC2 inh: 8%; Tau fluor cs: -17%; Tau fibril ThT: -8%; ALDH1A1 inh: 25µM*; TR SRC2 fluor cs: 0%; Tau fibril FP: -12%; aGal spleen mod: 12%

How did CC(=O)Nc1ccc(NC(=O)CSc2ccccn2)cc1 do in these assays?
L3MBTL1 inh: 21%; TRb-SRC2 inh: 1%; Tau fluor cs: 7%; Tau fibril ThT: 7%; ALDH1A1 inh: inconclusive; TR SRC2 fluor cs: -3%; Tau fibril FP: 4%; aGal spleen mod: -9%

What do the screens show for `Cc1cn2c(=O)cc(COc3ccc(Cl)cc3)nc2s1`?
TRb-SRC2 inh: 0%; Tau fluor cs: -8%; Tau fibril ThT: inconclusive; TR SRC2 fluor cs: 0%; Tau fibril FP: -4%

What do the screens show for `CCc1ccc(C(=O)NNc2ccc(S(N)(=O)=O)cc2)cc1`?
TRb-SRC2 inh: -3%; Tau fluor cs: -6%; TR SRC2 fluor cs: -7%; Tau fibril FP: 4%; aGal spleen mod: 5%

How did O=C(/C=C/Nc1ccc(F)cc1)c1ccc(Br)cc1 do in these assays?
L3MBTL1 inh: 5%[11.4 µM]; TRb-SRC2 inh: 0%; Tau fluor cs: 3%; Tau fibril ThT: -9%; ALDH1A1 inh: 0%; TR SRC2 fluor cs: -6%; Tau fibril FP: 1%; aGal spleen mod: 5%

How did O=C(c1cccc(Br)c1)c1cn(-c2ccccc2)nc1C(=O)c1ccccc1 do in these assays?
L3MBTL1 inh: 0%; TRb-SRC2 inh: -7%; Tau fluor cs: -25%; Tau fibril ThT: -6%; ALDH1A1 inh: 16%; TR SRC2 fluor cs: -2%; Tau fibril FP: inconclusive; aGal spleen mod: 11%

Results for CCOC(=O)C1CCN(C(=O)/C=C/c2ccccc2)CC1 ?
L3MBTL1 inh: 23%; TRb-SRC2 inh: 2%; Tau fluor cs: 0%; Tau fibril ThT: -4%; ALDH1A1 inh: 5%; TR SRC2 fluor cs: -1%; Tau fibril FP: 0%; aGal spleen mod: -1%

What do the screens show for `COc1cc(NC(=O)c2ccc(COc3ccccc3Br)o2)cc(OC)c1OC`?
TRb-SRC2 inh: -2%; Tau fluor cs: inconclusive; Tau fibril ThT: inconclusive; ALDH1A1 inh: inconclusive; TR SRC2 fluor cs: -10%; Tau fibril FP: 5%; aGal spleen mod: 3%

How did CNn1cnc2ccsc2c1=O do in these assays?
L3MBTL1 inh: -9%; TRb-SRC2 inh: 1%; Tau fluor cs: 0%; Tau fibril ThT: 0%; TR SRC2 fluor cs: -1%; Tau fibril FP: 0%; aGal spleen mod: 6%

How did O=C(Cn1cnc2ccccc2c1=O)NCCC(=O)Nc1ccc2c(c1)OCO2 do in these assays?
L3MBTL1 inh: 16%; TRb-SRC2 inh: 0%; Tau fluor cs: 7%; Tau fibril ThT: -1%; ALDH1A1 inh: 13%; TR SRC2 fluor cs: 0%; Tau fibril FP: 12%; aGal spleen mod: 4%

What do the screens show for `C/C(=N/NC(=O)C1COc2ccccc2O1)c1ccco1` (centres undefined)?
L3MBTL1 inh: -14%; TRb-SRC2 inh: -6%; Tau fluor cs: -5%; Tau fibril ThT: -10%; ALDH1A1 inh: 6%; TR SRC2 fluor cs: 2%; Tau fibril FP: -5%; aGal spleen mod: -3%

How did O=C(COC(=O)CSc1cc(Cl)ccc1Cl)Nc1ncc(C(F)(F)F)cc1Cl do in these assays?
L3MBTL1 inh: 15%; TRb-SRC2 inh: 1%; Tau fluor cs: -20%; Tau fibril ThT: -11%; ALDH1A1 inh: 2%; TR SRC2 fluor cs: -34%; Tau fibril FP: 8%; aGal spleen mod: 2%

How did COC(=O)c1nnn(CC(=O)Nc2cccc(Cl)c2)c1C(=O)OC do in these assays?
L3MBTL1 inh: 1%; TRb-SRC2 inh: 1%; Tau fluor cs: -4%; Tau fibril ThT: -1%; ALDH1A1 inh: 9%; TR SRC2 fluor cs: -5%; Tau fibril FP: -2%; aGal spleen mod: 2%

How did CC1(C)Cc2cccc(OCC(=O)OCC(=O)Nc3cccc(S(N)(=O)=O)c3)c2O1 do in these assays?
TRb-SRC2 inh: 6%; Tau fluor cs: 11%; Tau fibril ThT: 0%; TR SRC2 fluor cs: -4%; Tau fibril FP: 5%; aGal spleen mod: 3%

How did CCc1ccc(NC(=O)C2CCC(CNS(=O)(=O)c3ccc4c(c3)C(C)(C)C(=O)N4C)CC2)cc1 (centres undefined) do in these assays?
TRb-SRC2 inh: -4%; Tau fluor cs: -5%; Tau fibril ThT: 0%; TR SRC2 fluor cs: -1%; Tau fibril FP: -15%

How did CCOC(=O)c1nn(-c2cccc(Cl)c2)c(C)c1C(C)=O do in these assays?
TRb-SRC2 inh: -3%; Tau fluor cs: -6%; Tau fibril ThT: -9%; ALDH1A1 inh: inconclusive; TR SRC2 fluor cs: -2%; Tau fibril FP: 1%; aGal spleen mod: -4%

Results for COc1ccc(NC(=O)CC2C(=O)OCC3CCCCN32)cc1Cl (centres undefined) ?
L3MBTL1 inh: -12%; TRb-SRC2 inh: -7%; Tau fluor cs: -11%; Tau fibril ThT: -10%; ALDH1A1 inh: inconclusive; TR SRC2 fluor cs: -4%; Tau fibril FP: -1%; aGal spleen mod: 3%

How did CCCn1c(N)c(C(c2ccc(C(=O)OC)cc2)N2CCN(c3ccccc3)CC2)c(=O)[nH]c1=O (centres undefined) do in these assays?
L3MBTL1 inh: 0%; TRb-SRC2 inh: 4%; Tau fluor cs: -6%; Tau fibril ThT: inconclusive; ALDH1A1 inh: inconclusive; TR SRC2 fluor cs: -7%; Tau fibril FP: -9%; aGal spleen mod: -6%

How did CCCCC1=CC2=CC(=O)C(C)(OC(=O)CC)C(=O)C2=CN1Cc1ccccc1 (centres undefined) do in these assays?
TRb-SRC2 inh: 7%[11.2 µM]; Tau fluor cs: -6%[11.6 µM]; Tau fibril ThT: inconclusive; ALDH1A1 inh: 19%[13.5 µM]; TR SRC2 fluor cs: -4%[11.2 µM]; Tau fibril FP: -4%[11.6 µM]; aGal spleen mod: 7%[17.5 µM]

What do the screens show for `CCOC(=O)C1=NN(c2ccc(OC)cc2)C(c2ccccc2)CC1=O` (centres undefined)?
L3MBTL1 inh: -16%; TRb-SRC2 inh: -6%; Tau fluor cs: 9%; Tau fibril ThT: -2%; ALDH1A1 inh: 4%; TR SRC2 fluor cs: 1%; Tau fibril FP: 6%; aGal spleen mod: 9%

Results for COCCCNC(=O)CCn1c(=O)c2ccccc2n(CC(=O)Nc2ccccc2C)c1=O ?
L3MBTL1 inh: 29%[11.4 µM]; TRb-SRC2 inh: -6%; Tau fluor cs: 4%; Tau fibril ThT: 3%; ALDH1A1 inh: -4%; TR SRC2 fluor cs: -2%; Tau fibril FP: -3%; aGal spleen mod: 5%

What do the screens show for `COCCNC(=O)CSc1c2c(nc3cc(Cl)ccc13)CCCC2`?
TRb-SRC2 inh: 5%; Tau fluor cs: 3%; Tau fibril ThT: -10%; TR SRC2 fluor cs: -2%; Tau fibril FP: 9%
